# Compound activity deposited in PubChem BioAssay by Broad Institute.
# C2C12 statin: suppressors of statin myotoxicity in C2C12 myotubes, primary screen, cell-based, single point, plate reader. C2C12 myotubes + simvastatin, ATP luminescence, 48 h; scaled: DMSO 0, geranylgeraniol control 100. rescue of ATP level, % at 7.49 µM. 0.78% of 330,000 active;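 active means mean ATP rescue above about 67%, or every replicate alone reaching that limit, limit read from the data, passing the limit was not always enough; inconclusive means no clear call, values can overlap the other calls; inactive means mean under the limit and some replicate under it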;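 further: myotubes were challenged with 10 µM simvastatin during compound exposure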
# S100A4 MyoIIA: inhibitors of S100A4-myosin IIA peptide binding, primary screen, biochemical, fluorescence polarization, TAMRA-MyoIIA peptide; Protein S100-A4 (Homo sapiens), P26447; inhibition, % at 10.7 µM; 0.14% of 360,000 active; AID 652163, 2013;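 active means mean inhibition of at least 70% across replicates, with every replicate also reaching that level; inconclusive means mean inhibition reaches 70% but some replicates fall short; inactive means mean inhibition below 70%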
#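 incubation = readout 5 min after mixing, signal stable up to 60 min | system = S100A4 monomer protein | buffer or medium = HEPES pH 7.2 with CaCl2, KCl, NaCl, DTT, Triton | benchmarks = neutral control DMSO, positive control TFP | also added = fluorescent myosin IIA peptide, 5 nM | compound dosing = one concentration per compound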
# E-selectin induc: E-selectin induction in HUVECs, primary screen, imaging, HUVEC, immunofluorescence imaging, single point. normalized: neutral wells 0, TNF-alpha wells 100. activation, % at 7.58 µM. P16581. 0.37% of 260,000 active;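 active means mean E-selectin-positive cell signal at least 10% of the positive control, reached in at least 60% of replicates, without over 20% cell loss; inconclusive means no rule given, readout overlaps actives, possibly toxicity-flagged; inactive means the rest, including those meeting only one limit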;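 further: in these data hits start at about 27%; measured in HUVEC primary endothelial cells; signal is the percent of cells scored E-selectin positive by PE staining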
#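 System: HUVEC / Compound: single concentration / Signal: immunofluorescence imaging / Read-out: percent E-selectin-positive cells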
# PglD inh: C. jejuni PglD acetyltransferase inhibitors, primary screen, biochemical, DTNB colorimetric, single point | UDP-N-acetylbacillosamine N-acetyltransferase PglD (Campylobacter jejuni) | inhibition, % at 12.5 µM | purified PglD enzyme, DTNB colorimetric CoA detection | 0.098% of 360,000 active; in the data active means inhibition above about 16%, passing the limit was not always enough; inconclusive means no clear call, values can overlap the other calls; further: strong numbers were not always called active
# SIRT5 inh: SIRT5 desuccinylase inhibitors, primary screen, biochemical, fluorescence imaging, single point, set 5; NAD-dependent protein deacylase sirtuin-5, mitochondrial (Homo sapiens), Q9NXA8; AID 652115, 2013; Purified SirT5, succinyl-peptide AMC, trypsin-coupled fluorescence; inhibition, % at 15 µM; 1.1% of 330,000 active; in the data active means inhibition above about 15%; inconclusive means no clear call, values can overlap the other calls
# ERp5 inh: inhibitors of ERp5-driven insulin aggregation, primary screen, biochemical, turbidity, absorbance 650 nm, single point | Protein disulfide-isomerase A6 (Homo sapiens), Q15084 | 90 min | inhibition, % at 9.99 µM | 0.05% of 350,000 active | AID 651711, 2012;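 active means mean replicate inhibition above about 25%, with every replicate also reaching it, limit read from the data, passing the limit was not always enough; inconclusive means only one of those two criteria met; inactive means neither criterion met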
# DENV2 CPE: inhibitors of DENV2 cytopathic effect, primary screen, cell-based, plate reader, single concentration; DENV2-infected cells, cytopathic effect rescue; 1.7% of 350,000 active; CPE inhibition, % at 9.99 µM; in the data active means CPE inhibition above about 20%, passing the limit was not always enough; inconclusive means no clear call, values can overlap the other calls; tested in BHK-21 cells;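 further: 0% = median of neutral control wells and 100% = median of positive control wells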
# Active calls of the source: *; ? = inconclusive; · = no result given; & = joins results of further samples. A portion of the library (hit frequency here may not be typical).
SMILES,C2C12 statin,S100A4 MyoIIA,E-selectin induc,PglD inh,SIRT5 inh,ERp5 inh,DENV2 CPE
CCC(C)NC(=O)c1cc2c(=O)[nH]c3ccc(C)cc3c2s1 (centres undefined),-64.9,-4.0,0.0,-7.0,-10.6,0.8,1.3
CCCc1cc(C(=O)Nc2ccn(Cc3ccc(C)cc3)n2)no1,16.4,-28.8,5.0,·,-6.0,-4.1,0.1
Nc1c(C(=O)NCc2ccccc2)c2nc3ccccc3nc2n1CCCN1CCOCC1,·,0.2,·,·,-4.1,4.4,-2.7
CC(C)(C)[S@@](=O)N1Cc2cc(C(=O)NC3CCCC3)nc(-c3cccc(Br)c3)c2[C@H]1CCO,·,-34.0,0.3,·,-1.4,3.0,-5.4
CCc1ccccc1NC(=O)c1cc(=O)c2ccccc2o1,·,-2.5,-0.1,12.5,1.0,0.9,5.4
Cc1cccn2cc(-c3ccc(Cl)cc3)nc12,·,-2.0,8.7,·,-4.9,-2.8,·
COc1ccc(-c2cc(=O)n(CCC#N)[nH]2)cc1,1.5,·,0.0,2.4,·,·,·
C[C@H]1CN([C@@H](C)CO)C(=O)c2cc(C#CC(C)(C)O)cnc2O[C@@H]1CN(C)C(=O)C1CC1,·,16.3,0.3,-3.4,-3.5,-1.1,?
Cc1ccc(OCCNC(=O)CCC(=O)N2CCOCC2)cc1,2.7,-2.1,0.1,1.3,-2.7,4.7,1.7
O=S(=O)(NCCC1=CCCCC1)c1ccc(F)cc1,-10.2,-2.3,2.0,-6.4,-3.5,2.6,1.3
C[C@H](CO)N1C[C@H](C)[C@H](CN(C)C(=O)Nc2ccc3c(c2)OCO3)Oc2ccc(NC(=O)c3ccncc3)cc2CC1=O,-3.2,2.0,·,2.2,-3.0,-3.9,8.3
Cc1ccccc1S(=O)(=O)N1C[C@H]2CON(C)[C@H]2C[C@H]1c1cccc(Br)c1,0.6,-5.1,0.4,1.7,1.2,-11.8,7.0
Cc1nc(Nc2cccc(O)c2)c2c3c(sc2n1)CCC3,·,7.4,-0.2,2.8,-1.1,5.9,-1.1
CCCCSc1nc2sc3c(c2c(=O)[nH]1)CC(C)(CC)OC3 (centres undefined),-10.0,-1.6,0.0,-2.1,0.0,1.1,-5.5
O=C(c1cncs1)N1CCCC(CNS(=O)(=O)c2cccs2)C1 (centres undefined),·,-7.4,1.8,·,-0.1,-8.4,1.2
O=C(O)c1cc([N+](=O)[O-])cc2c1nnn2O,·,2.3,0.9,·,3.2,2.3,-6.0
COc1ccc(OC(=O)N(C)C[C@@H]2OCc3cn(nn3)CCCC(=O)N([C@@H](C)CO)C[C@H]2C)cc1,3.5&-8.9&-16.9,-0.3&-7.5&16.9,0.0&-0.2,-3.8&-1.3&3.6,-1.8&0.6&3.1,-5.2&0.8&6.8,?
COc1ccc(S(=O)(=O)N(C)C[C@@H]2OCCCC[C@H](C)Oc3ccc(NC(=O)c4ccncc4)cc3C(=O)N([C@H](C)CO)C[C@H]2C)cc1,·,-14.9,0.3,-2.4,0.7,-7.8,-6.0
Cc1nn(Cc2ccc(C(=O)NN)cc2)c(C)c1Cl,9.1,-0.2,2.5,·,-3.3,1.3,6.9
C[C@@H]1CN([C@H](C)CO)C(=O)Cc2cc(NS(=O)(=O)c3ccc(Cl)cc3)ccc2O[C@@H]1CN(C)S(=O)(=O)c1ccc(Cl)cc1,-18.2,-15.5,0.8,-1.2,2.2,7.0,?
CCCCN1CNC(=S)N(CCc2ccccc2)C1,-4.1,-3.0,·,9.3,0.9,-6.4,-2.5
Cc1oc(-c2ccc3ccccc3c2)nc1CN(C)C(C)c1ccncn1 (centres undefined),·,-3.8,·,·,-1.2,-4.3,7.9
CCc1ccc(-c2cc(C)no2)cc1S(=O)(=O)NCc1ccco1,9.5,-3.3,·,·,2.9,4.7,5.0
C[C@@H]1O[C@@H](OC[C@@H]2O[C@H](Oc3c(-c4ccc(O)cc4)oc4cc(O)cc(O)c4c3=O)[C@@H](O)[C@H](O)[C@H]2O)[C@H](O)[C@H](O)[C@H]1O,-1.1,-0.5,-0.1,-1.3,·,3.5,·
C[C@@H]1CCCCO[C@@H](CN(C)C(=O)Nc2ccccc2)[C@@H](C)CN([C@H](C)CO)C(=O)c2cc(NS(=O)(=O)c3cccs3)ccc2O1,·,9.6,·,-4.8,-0.4,2.2,-8.3
C[C@H]1CN([C@@H](C)CO)C(=O)c2cc(NS(=O)(=O)c3ccccc3)ccc2O[C@@H]1CN(C)Cc1ccc2c(c1)OCO2,57.2,-4.1,-16.9,2.5,·,-2.5,3.8
Nn1c(SCc2cccc(Br)c2)nnc1-c1ccncc1,·,-6.6,·,3.6,-4.6,·,6.9
COc1ccc(CC(=O)NNc2ncnc3c2cnn3-c2ccccc2)cc1,·,3.3,·,·,-2.2,8.2,-7.7
Oc1c(Br)cc(Br)cc1C=Nc1ccc2c(c1)OCCO2,·,-2.4,0.6,·,10.6,7.4,11.5
O=C(C1CCC1)N1CC(=O)N2[C@H](CO)[C@@H](c3ccc(C#Cc4cccc(F)c4)cc3)[C@@H]2C1,·,7.8,-0.1,·,-2.8,0.5,1.8

# Fetched by compound from the entries so far:
SMILES,C2C12 statin,S100A4 MyoIIA,E-selectin induc,PglD inh,SIRT5 inh,ERp5 inh,DENV2 CPE
COc1ccc(OC(=O)N(C)C[C@@H]2OCc3cn(nn3)CCCC(=O)N([C@@H](C)CO)C[C@H]2C)cc1,3.5&-8.9&-16.9,-0.3&-7.5&16.9,0.0&-0.2,-3.8&-1.3&3.6,-1.8&0.6&3.1,-5.2&0.8&6.8,?
O=C(C1CCC1)N1CC(=O)N2[C@H](CO)[C@@H](c3ccc(C#Cc4cccc(F)c4)cc3)[C@@H]2C1,·,7.8,-0.1,·,-2.8,0.5,1.8
C[C@@H]1CCCCO[C@@H](CN(C)C(=O)Nc2ccccc2)[C@@H](C)CN([C@H](C)CO)C(=O)c2cc(NS(=O)(=O)c3cccs3)ccc2O1,·,9.6,·,-4.8,-0.4,2.2,-8.3

# Limited to E-selectin induc and DENV2 CPE, for three of the compounds above:
Compound | E-selectin induc | DENV2 CPE
Oc1c(Br)cc(Br)cc1C=Nc1ccc2c(c1)OCCO2 | 0.6 | 11.5
O=C(O)c1cc([N+](=O)[O-])cc2c1nnn2O | 0.9 | -6.0
CCCCN1CNC(=S)N(CCc2ccccc2)C1 | · | -2.5

# Next part
SMILES,C2C12 statin,S100A4 MyoIIA,E-selectin induc,PglD inh,SIRT5 inh,ERp5 inh,DENV2 CPE
O=C(Nc1sc2c(c1C(=O)O)CCCC2)c1ccccc1Cl,-7.4,-0.9,0.1,2.1,-0.3,3.1,-8.6
COc1ccc2ccn(S(=O)(=O)c3ccccc3)c2c1,17.0,-2.3,0.1,0.1,-0.4,-2.9,9.6
C[C@H](CO)N1C[C@H](C)[C@H](CN(C)CC2CCCCC2)Oc2c(NS(C)(=O)=O)cccc2C1=O,-10.7,-10.2,1.0,-2.7,-4.1,0.6,11.0
O=C(Nc1ccc(Cl)cc1)Nc1ccccc1C(=O)O,-6.3,-2.2,·,-1.1,-1.2,-11.4,9.3
Cc1noc(C)c1NC(=O)Nc1ccc2c(c1)C(=O)N([C@H](C)CO)C[C@H](C)[C@@H](CN(C)C(=O)C1CCCCC1)OCCCC[C@@H](C)O2,·,-2.6,-0.1,0.9,-1.9,-4.9,-4.2
COc1ccc(/C=C/C(=O)OCC(=O)NC2CCCCCCC2)cc1,-4.7,-1.0,-1.2,-7.0,-2.9,2.3,-3.9
CCOc1cc(Br)cc(/C=N/NC(=O)c2cccnc2)c1O,24.8,-1.3,0.2,3.7,2.4,-1.5,-1.6
CCOC(=O)c1sc(NC(=O)CCc2ccc(OC)cc2)nc1C,2.2,-2.1,·,0.2,-2.6,0.7,1.3
O=C(O)C1c2ccccc2C(=O)N(Cc2ccc(F)cc2)C1c1ccncc1 (centres undefined),·,2.9,4.9,5.4,1.3,2.5,2.5
CN(C)C(=O)c1ccc(-c2ccc([C@@H]3[C@@H](CO)N4CCCCN(Cc5cccnc5)C[C@H]34)cc2)cc1,-1.8,·,-0.2,2.3,-0.7,-5.5,·
Cc1ccc(C)c(OCc2nnc(SCC(=O)NCc3ccc4c(c3)OCO4)o2)c1,·,-3.7,·,·,9.0,6.7,2.9
CO[C@@H]1CN(C)C(=O)c2cc(NC(=O)Nc3ccc(Cl)cc3)ccc2OC[C@H](C)NC[C@@H]1C,-29.6,2.3,-0.2,1.3,3.8,-2.7,3.1
CCC(CO)Oc1cc(NCc2ccc(Cl)cc2Cl)c2ncn(C(C)C)c2c1 (centres undefined),11.1,1.9,-0.1,4.5,·,2.6,·
O=C(NCCN1CCC(n2c(=O)[nH]c3cc(Cl)ccc32)CC1)c1ccc(F)cc1,·,-8.1,0.1,·,·,-1.3,-3.5
CCc1ccc(S(=O)(=O)N2CCN(Cc3ccco3)CC2)cc1,-4.2,-0.4,0.1,-1.6,-2.5,0.3,·
CCC(=O)Nc1ccc(S(=O)(=O)NC[C@H]2O[C@@H](n3cnc4c(=O)[nH]c(N)nc43)[C@H](O)[C@@H]2O)cc1,2.5,-2.2,0.0,-4.3,-6.5,-1.2,?
Cc1ccc(-c2nn(-c3cc(N4CCNCC4)ccc3[N+](=O)[O-])c(=O)c3ccccc23)cc1,·,-3.6,66.4*,·,-0.5,-1.5,1.1
CC(C(=O)NCC1CCCCC1)N(C)Cc1ccc(Cl)cc1 (centres undefined),-3.7,-3.2,7.0,-0.7,-2.0,1.1,-3.2
COc1cc(C(=O)NC2CCN(Cc3nnnn3Cc3ccc(F)cc3)CC2)cc(OC)c1OC,0.4,-0.3,·,-0.9,-2.6,-4.7,3.8
CCOC(=O)c1csc(NC(=O)CN2CCOCC2)n1,6.2,3.2,·,-3.0,-3.2,-1.5,?
CC(C)NC(=O)Nc1ccc2c(c1)CC(=O)N([C@H](C)CO)C[C@@H](C)[C@@H](CN(C)C(=O)Nc1ccccc1)O2,-8.7,5.8,-0.1,1.3,1.7,5.4,1.1
Cc1ccc(S(=O)(=O)NC(C)(C)CN2CCC(Cc3ccccc3)CC2)cc1,-2.6,-0.1,0.3,2.6,0.1,4.1,1.0
CCCN(C(=O)CSc1ccccc1C(=O)O)C1CCS(=O)(=O)C1 (centres undefined),0.0,-0.7,0.0,4.4,-2.6,-1.3,5.7
O=C(COC(=O)c1nc(Cl)ccc1Cl)c1ccc(Cl)s1,·,-0.7,·,·,0.6,0.7,5.5
O=C(CCC(=O)Nc1ccc(Br)cc1)N/N=C/c1ccc(F)cc1,19.7,-2.7,0.3,4.6,-1.9,0.6,7.9
CC(CC(=O)Nc1nccs1)c1ccccc1 (centres undefined),-2.0,-2.4,·,-4.3,-2.8,1.1,5.0
COc1ccccc1S(=O)(=O)N[C@@H]1C=C[C@@H](CC(=O)N2CCCCC2)O[C@H]1CO,-5.6,-1.3,-0.2,-4.5,1.6,-3.1,1.3
COc1ccc(CNC(=O)[C@@H](Cc2ccccc2)NC(=O)CC[C@H]2O[C@@H](n3ccc(=O)[nH]c3=O)[C@H](O)[C@@H]2O)cc1,1.1,1.6,1.9,-4.3,-6.7,3.5,-10.5
S=c1[nH]ccn1-c1ccc(Cl)cc1,4.8,-1.4,2.8,2.4,-0.4,-1.2,-1.5
COCC(=O)N1[C@H](CO)[C@H](c2ccccc2C2=CCCCC2)[C@@H]1C#N,·,-0.8,0.1,·,-5.3,4.9,6.0
